SSB-PriA inh = blocks PriA binding to SSB C-terminal tail; AlphaScreen SSBct-PriA binding, biotinylated peptide; inhibition, % at 33 µM; actives 0.6% (n = 430,000); AID 1272365; in the data active = inhibition mostly above about 37%, no sharp cut-off; inactive = mostly below about 20%;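 also: plate controls were negative control peptide for no effect and reference peptide for full effect; strong numbers were not always called active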
Active calls of the source: *; & = joins results of further samples.

SMILES | SSB-PriA inh
COc1cc(C=NNc2nc(Nc3ccccc3)nc(N3CCOCC3)n2)ccc1OC(=O)c1ccco1 | 10
O=C(Cn1nc(-c2ccc(F)cc2)ccc1=O)NCC1CCCO1 (configuration not stated) | -18&8
COC(=O)Nc1ccc(S(=O)(=O)NCC(O)(c2ccccc2)C(F)(F)F)cc1 (configuration not stated) | -22
O=C(Nc1cccc(C(F)(F)F)c1)c1coc(NC(=O)C2CC2)n1 | -3
COc1cc(C=NNC(=O)CNS(=O)(=O)c2ccc(C)cc2)cc(OC)c1OC | -3
CSCC[C@](C)(O)CNC(=O)C(=O)NCc1ccccc1Cl | -25
NC(CSc1nc(-c2ccccc2)c(-c2ccccc2)o1)=NO | 12
O=C1C(=O)N(CCO)C(c2ccc(Br)cc2)C1=C(O)c1ccccc1 (configuration not stated) | -1
CCn1cc(NC(=O)Nc2ccc(OC(F)F)cc2)c2ccccc21 | 40*
CC(=O)c1cccc(NC(=O)C2CCN(c3ccc(-c4ccco4)nn3)CC2)c1 | -24
O=C(CSc1nnc(Cc2nnc(SCC(=O)c3ccccc3)n2-c2ccccc2)n1-c1ccccc1)c1ccccc1 | -1
O=C(Cc1csc(NC(=O)c2ccco2)n1)NCc1cccs1 | -9
CCc1ccc(C=NNC(=O)Cc2ccc(OC)c(OC)c2)s1 | -13
CC(C)(Oc1ccc(Cl)cc1)C(=O)NCC#CCOc1ccccc1C(N)=O | -18
Cc1ccc(S(=O)(=O)NN=Cc2cccnc2)cc1 | -9
O=C(Cc1cccs1)NCCn1ncc2c(N3CCN(c4ccccc4)CC3)ncnc21 | -2
CCCCc1nnc(NC(=O)c2ncc(-c3ccc(F)cc3)o2)s1 | -7
O=C(Nc1cc(N2CCOCC2)ncn1)c1cc(C2CC2)on1 | -7
COc1ccc([C@@H](O)CNC(=O)C2CCCC2)cc1OC | -4
COc1cccc(C2=NN(C(=O)c3ccc(F)cc3)C(c3cccc4nccnc34)C2)c1 (configuration not stated) | -6
CCOC(=O)N1CCN(C(=O)c2nnn(Cc3ccccc3F)c2-c2ccncc2)CC1 | -2
CC(C)C(=O)N1CCCc2ccc(NC(=O)C(=O)NCCC(O)c3ccsc3)cc21 (configuration not stated) | 4
CC(=NNc1cc(N2CCCCC2)nc(C)n1)c1ccc(Br)cc1 | 32
Cc1nccn1CC1CCN(C(=O)Cc2ccccc2)CC1 | -1
Cc1nnc(NC(=O)CSc2nnc(CNC(=O)c3ccccc3)n2-c2cccc(Cl)c2)s1 | -2
Remaining list, next part
SMILES | SSB-PriA inh
CCCN1CCCc2cc(CCNS(=O)(=O)c3cc(F)ccc3F)ccc21 | 68*
COc1ccc(S(=O)(=O)NCC(c2cccn2C)N2CCc3ccccc3C2)c(C)c1 (configuration not stated) | 13
O=C(Nc1nc(CN2CCc3ccccc3C2)cs1)c1ccccc1Cl | 8
Cc1ccc(-n2ncc3c(=O)n(NC(=O)c4ccccc4Br)cnc32)cc1C | 11
Cc1cc(C)n(CC(=O)Nc2ccc(OCc3ccccc3)cc2)c(=O)c1C#N | -2
COC(=O)c1ccc(NC(=O)CN2CCC(C(N)=O)CC2)cc1 | -7
CCOc1ccc(-c2cc3c(SCc4ccccc4Cl)nccn3n2)cc1 | -17
O=C(COc1ccc(Cl)cc1Cl)N1Cc2cnc(N3CCOCC3)nc2C1 | 3
CCOC(=O)N1CCN(C(=O)CSc2nnc(C)c3cnn(-c4ccccc4OC)c23)CC1 | -18&-4
CS(=O)(=O)N1CCCc2ccc(N)cc21 | 6
COc1cccc(C=NNC(=O)C(=O)NCc2cccnc2)c1OC | -8
Cc1cccc(NC(=O)c2ccc(=O)n(Cc3cccc([N+](=O)[O-])c3)c2)n1 | -15
Cc1ccc(-c2nnc(NC(=O)/C=C/c3cccs3)o2)c(C)c1 | 6
Cc1ccc(NC(=O)CC2SC(=NC(C)C)N(C(C)C)C2=O)cc1 (configuration not stated) | -12
COc1ccc(C2C(=C(O)c3ccc(Cl)cc3)C(=O)C(=O)N2CCN2CCOCC2)c(OC)c1 (configuration not stated) | -4
Cn1nc(-c2ccc(F)cc2)cc1C(=O)NCCc1csc(-n2cccn2)n1 | -29
CCOC(=O)c1ccc(NC(=O)CCc2c(C)[nH]c(=O)[nH]c2=O)cc1 | 1&10
CCn1nc(C(=O)Nc2cccc(C)n2)cc1C | -5
Cc1ccc(NC(=O)COc2cccc3ccc(N4CCC(Cc5ccccc5)CC4)nc23)cc1Cl | -9
CCOc1ccc(-c2noc(Cn3cnc4c(nnn4Cc4ccc(Cl)cc4)c3=O)n2)cc1OC | -4
COc1cc(C=NNC(=O)COc2ccc(C)cc2)ccc1OC(=O)c1cccs1 | -3
Cc1ccsc1CCC(=O)N1CCC(S(=O)(=O)C(C)(C)C)C1 (configuration not stated) | -32
Cn1cc(S(=O)(=O)N2CCCN(C(=O)c3cc(-c4ccco4)on3)CC2)cn1 | -7
O=C(NCc1cc2ccccc2o1)c1cc2n(n1)CCCO2 | -13
C=CCc1ccc(OC[C@@H](O)CN2CCN(c3ccccc3OC)CC2)c(OC)c1 | -6

Fetched by structure from the list above (two):
SMILES | SSB-PriA inh
Cc1ccc(NC(=O)CC2SC(=NC(C)C)N(C(C)C)C2=O)cc1 (configuration not stated) | -12
COC(=O)c1ccc(NC(=O)CN2CCC(C(N)=O)CC2)cc1 | -7

Part of the list above, with tabs:
smiles	SSB-PriA inh
Cc1ccc(-c2nnc(NC(=O)/C=C/c3cccs3)o2)c(C)c1	6
O=C(NCc1cc2ccccc2o1)c1cc2n(n1)CCCO2	-13
CCCN1CCCc2cc(CCNS(=O)(=O)c3cc(F)ccc3F)ccc21	68*

Carrying on:
SMILES | SSB-PriA inh
COc1ccc(/C=C/C(=O)n2cnnc2SCC(=O)c2ccccc2)cc1 | 2
CC(C)CS(=O)(=O)C1CN(C(=O)c2cccc(N(C)C)c2)C1 | -5
Cc1cc(C)n(-c2cc(N3CCCC(C(=O)NCc4sc(C)nc4C)C3)ncn2)n1 (configuration not stated) | 2
O=C(CCCN1C(=O)c2cccc3cccc(c23)C1=O)N1CCN(c2ccc([N+](=O)[O-])cc2)CC1 | 3
O=C(Nc1nc2ccccc2s1)C1CCCCN1S(=O)(=O)c1ccc(Cl)s1 (configuration not stated) | 11
Cc1ccc(-n2nnc3c(SCC(=O)NCc4ccccc4Cl)ncnc32)cc1 | -15
Cc1ccccc1C1Oc2ccc(Cl)cc2C2=C1C(c1cccnc1)n1nnnc1N2 (configuration not stated) | 4
CNC(=S)NN=Cc1c(C)nn(-c2ccc(F)cc2)c1Cl | -8
CCOC(=O)C=C1CC(=O)Nc2cc(C)c(C)cc2N1 | 12
CN(C)c1ccc(C=Nc2ccccc2NC(=O)C2CCC(C)(C(=O)O)C2(C)C)cc1 (configuration not stated) | -11
CCn1cc(C(=O)N2CCN(c3cc(C(F)(F)F)ncn3)CC2)c(=O)c2ccc(C)nc21 | 0
COC(=O)c1sc(NC(=O)c2ccc3c(c2)OCCO3)c(C(=O)OC)c1C | -5
COc1ccc(Cl)cc1C(=O)Nc1cnn(C[C@H]2COc3ccccc3O2)c1 | -2
COc1cccc(C=c2sc(=C(C#N)C(=O)N3CCOCC3)n(-c3ccccc3)c2=O)c1 | -3
CCc1ccc(S(=O)(=O)NCC2CCN(Cc3ccccc3)CC2)s1 | -3&1
Cc1cc2c(SCC(=O)c3cc4ccccc4o3)ncnc2s1 | 1
COc1cc(OC)cc(C(=O)N2CCN(CC(F)(F)F)CC2)c1 | 4
CCOC1=CC(=Cc2c(N)n3nc(-c4ccccc4)sc3nc2=O)C=CC1=O | -6
Cc1cc(C)n(CC(=O)Nc2cc(F)ccc2F)c(=O)c1-c1nc(-c2ccc(F)cc2)no1 | -9
CC(Oc1ccccc1)C(=O)NN=Cc1ccccn1 (configuration not stated) | -8
Cc1nc2ccc(NC(=O)c3ccco3)cc2c(=O)n1-c1ccc(F)cc1 | 9
O=S(=O)(c1ccc2c(c1)OCCO2)N1CCN(Cc2nc(-c3ccco3)cs2)CC1 | 12
O=C(NCc1ccccc1)N1CCCC[C@H](c2ccc(F)cc2)C1 | -7
COc1cccc(OC)c1C(=O)Nc1ccc2c(c1)C(=O)N(C)c1cc(C)ccc1O2 | 30
COc1ccc(-c2nc3sc(CCNC(=O)C(=O)Nc4ccc([N+](=O)[O-])cc4)c(C)n3n2)cc1 | -6
Remaining list, next part:
SMILES | SSB-PriA inh
COC(=O)c1ccc(C(=O)N2CCCC[C@H](c3ccc(Cl)cc3)C2)cc1 | 4
O=C(NCC[C@H](O)c1cccs1)C(=O)Nc1cccc(N2CCCC2=O)c1 | -5
COC(=O)c1ccc(C(=O)OC)c(NC(=O)c2ccc(-c3cccc([N+](=O)[O-])c3)o2)c1 | 14
CC1(C)CCc2sc(N)nc21 | -9
O=C(Cc1ccccc1Cl)N1CCN(c2ccc3nnc(C4CC4)n3n2)CC1 | -19&4
O=S(=O)(NCC(O)Cn1c2ccc(Cl)cc2c2cc(Cl)ccc21)c1ccccc1 (configuration not stated) | -2
Cc1cc(C)cc(OCCNC(=O)c2cccs2)c1 | -4
O=S(=O)(NCC1(O)CCOCC1)c1ccc(N2CCCCS2(=O)=O)cc1 | -14
COc1ccc(CC(=O)Nc2cccc(N3CCCC3=O)c2)cc1OC | -3
CCOC(=O)C1CCCN(CC(O)COC2CC3CCC2(C)C3(C)C)C1 (configuration not stated) | -20&-9
CCn1cccc(-c2nnc(SCC(=O)Nc3cccc(OC)c3)n2C)c1=O | 6
COc1ccccc1-c1nc(CN(c2ccccc2OC)S(=O)(=O)c2ccc(C)cc2)c(C)o1 | -2
Cc1nn(C)c(C)c1S(=O)(=O)NCC1CCN(C(=O)Oc2ccccc2)CC1 | -20
Cc1cc(C)c(C=Nn2c(C)cc(C)c(C#N)c2=O)c(C)c1 | 9
CCOc1ccc(NC(=O)CSC2=NS(=O)(=O)c3ccccc32)cc1 | -6
Cc1ccc(S(=O)(=O)NCC2CCN(Cc3cccs3)CC2)cc1 | -14
CCOc1ccc(-c2ccc(=O)n(Cc3nc(-c4cc(OC)c(OC)c(OC)c4)no3)n2)cc1 | 3
COc1ccc(-c2nc3cc(C)ccn3c2NC(=O)CCc2ccccc2)cc1 | 0
NC(=O)C1CCN(C(=O)c2cc(-c3ccncc3)nc3ccccc23)CC1 | -20
CCc1ccc(S(=O)(=O)NCCOc2ccc(F)cc2)cc1 | -12
COc1coc(C(=O)N2CCN(c3cccc(C(F)(F)F)c3)CC2)cc1=O | -10
O=Cc1cnc(-c2ccccn2)nc1 | 106*
Cc1ccc(Cl)cc1N1CCN(S(=O)(=O)c2nn(C)cc2C(=O)Nc2cccc(F)c2)CC1 | 7
O=C1c2ccccc2C(=O)c2cc(/C=C/c3ccc(-c4ccccc4)o3)ccc21 | -3
O=C(COc1ccc(Cl)cc1Cl)NCc1cc(-c2cccs2)on1 | -11
(continued)
SMILES | SSB-PriA inh
COC1=CC(=Cc2c(N)n3nc(CC(=O)N4CCCC4)sc3nc2=O)C=CC1=O | -6
Cc1cc(=O)oc2c1ccc1oc(C(=NO)c3ccccc3)c(C)c12 | -10
COc1ccc(Nc2nc3ccc(C)cn3c(=O)c2C=NO)cc1 | -10
O=C(Nc1ccc(S(=O)(=O)Nc2nccs2)cc1)c1cc(=O)c(OCc2ccccc2)c[nH]1 | -4
O=C(Nc1ccccc1-c1csc(-c2ccccc2F)n1)C1CCOCC1 | -4
COC(=O)c1sc2ccccc2c1S(=O)(=O)Nc1ccc2c(c1)OCCO2 | 17
c1ccc(-c2ccc(-c3ccccc3)cc2)cc1 | -3
Cc1nccn1CC1CCN(S(=O)(=O)c2cccc(Cl)c2)CC1 | -11
CN(C)C(CNC(=O)c1cc(-c2ccc(F)cc2)nn1C)c1cn(C)c2ccccc12 (configuration not stated) | -7
Cc1noc(C)c1CC(=O)NCC1CCN(S(=O)(=O)C2CC2)CC1 | -5
NS(=O)(=O)c1ccc(CCNC(=O)CCn2c(=O)[nH]c3ccccc3c2=O)cc1 | -37
O=C(Nc1ccc2c(c1)Cc1ccccc1-2)c1ccc(-n2cncn2)nn1 | -10
Cc1nccn1-c1ncc(NC(=O)C(C)(C)C)cn1 | -1
O=C(NN=Cc1ccc(OCc2ccc(F)cc2)cc1)c1ccccc1 | -10
CCOC(=O)C(C)Oc1cc2occ(-c3nc(C)cs3)c(=O)c2cc1CC (configuration not stated) | -12
Cc1ccccc1NC(=O)c1cnc2sccn2c1=O | -2
Cc1ccc(N(C)S(=O)(=O)c2c(-c3ccccc3)csc2C(=O)NN)cc1 | -5
NS(=O)(=O)c1ccc(CNC(=O)CSc2nnc(CCc3nc4ccccc4s3)o2)cc1 | -8
Cc1nc(C#N)c(N/N=C\c2ccccc2Br)o1 | 8
CCC(=O)N1CCc2ccc(NS(=O)(=O)Cc3cccc(Cl)c3)cc2C1 | -2
COc1ccccc1CCNC(=O)Cn1nc(-c2cccc3ccccc23)ccc1=O | 5&6
CCOC(=O)N1CCc2nc(NC(=O)Cc3ccc(OCC)cc3)sc2C1 | 6
Cc1ccc(CNC(=O)Cn2cnc3c(-c4ccccc4)csc3c2=O)cc1 | -10
Cc1c(Cl)ccc2sc(NC(=O)c3ccccc3S(C)(=O)=O)nc12 | 1
CCc1ccc(NC(=O)C(=O)NCCN2CCN(c3ccc(OC)cc3)CC2)cc1 | -26
CCOc1ccccc1C=NNC(=O)c1cccc(Cl)c1 | -12
Cc1cccc(N2CCN(S(=O)(=O)CCNC(=O)C3CC3)CC2)c1 | -2
O=C(NN=Cc1cccs1)c1ccc(NC(=O)c2ccccc2Cl)cc1 | -13
O=S(=O)(Cc1cccc(F)c1)N1CCC(c2nnc(-c3ccsc3)o2)CC1 | -4
O=C(Nc1ccc2c(c1)N(C(=O)C1CC1)CC2)c1ccc(-c2ccsc2)cc1 | -3

A different layout for part of the listing above.
molecule: COC(=O)c1sc2ccccc2c1S(=O)(=O)Nc1ccc2c(c1)OCCO2
  SSB-PriA inh = 17
molecule: c1ccc(-c2ccc(-c3ccccc3)cc2)cc1
  SSB-PriA inh = -3
molecule: Cc1nccn1CC1CCN(S(=O)(=O)c2cccc(Cl)c2)CC1
  SSB-PriA inh = -11
molecule: CN(C)C(CNC(=O)c1cc(-c2ccc(F)cc2)nn1C)c1cn(C)c2ccccc12 (configuration not stated)
  SSB-PriA inh = -7

Screening data: PubChem, Small Molecule Screening Facility, UW Madison

The list is partial; count on the stated rates, not on these rows.
